Screening results (PubChem BioAssay)
B2AR arrestin ag: beta-arrestin recruitment by human beta2-adrenergic receptor ligands; AID 1347077; 44,000 tested, under 10 active; P07550; HTLA Tango cells, beta-arrestin recruitment, luciferase luminescence, 18 h; Potency, µM (series often up to 46.1 µM), for the others: at the highest dose activation, hits mostly activators;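 further: potency means the concentration at half of the fitted maximal effect; 0% = DMSO and full agonism = EC100 isoproterenol or metaproterenol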
Target sequence (P07550 whole entry, looked up): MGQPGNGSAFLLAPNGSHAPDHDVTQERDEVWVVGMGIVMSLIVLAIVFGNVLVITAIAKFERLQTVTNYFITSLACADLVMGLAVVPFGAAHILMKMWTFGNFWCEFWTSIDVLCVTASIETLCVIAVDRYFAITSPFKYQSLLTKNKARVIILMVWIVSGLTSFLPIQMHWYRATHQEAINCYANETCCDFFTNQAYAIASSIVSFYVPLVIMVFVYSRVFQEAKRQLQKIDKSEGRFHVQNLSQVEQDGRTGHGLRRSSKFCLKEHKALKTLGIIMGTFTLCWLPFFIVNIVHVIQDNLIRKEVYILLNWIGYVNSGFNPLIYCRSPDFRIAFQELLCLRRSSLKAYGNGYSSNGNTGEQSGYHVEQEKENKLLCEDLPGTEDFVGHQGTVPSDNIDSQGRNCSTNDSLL
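Tango cell line, 1% FBS DMEM; cpd titration up to 46 microM; 18 hr, 37 degrees C, 5% CO2. Luciferin/ATP substrate mix added, 15 min RT, luminescence. %Activity, CRC fitting, curve-class categorization.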
p53null 39C tox: p53 null cell cytotoxicity, nonpermissive temperature. H1299 p53-null (neo) cells, 39C, ATPlite viability, 24 h. Potency, µM (series often up to 46.1 µM), without a hit: at the top dose activity, negative = cell killing, actives largely listed as cytotoxic. 55,000 compounds, 0.97% hits. AID 904;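 further: potency means the concentration at half of the fitted maximal effect; 0% = DMSO only and -100% = full killing by 100 µM tamoxifen; nearly all actives have a fitted effect of over 50% in size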
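Concentration-response (up to 46 uM) was run for 24 h at the nonpermissive 39C on H1299-p53A138V or H1299-neo cells. ATP content was measured with ATPlite luminescence. AC50 values were Hill-modeled after normalizing between DMSO and 100 uM tamoxifen killing.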
p53null 32C tox: kills p53 null cells at the permissive temperature | Potency, µM (series often up to 46.1 µM), without a hit: top-dose activity change, negative = cytotoxicity, hits mostly cytotoxic | H1299-neo p53 null cells, ATP luminescence, 24 h, 32C | 55,000 compounds, 0.62% hits;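 further: potency means the concentration at half of the fitted maximal effect; 0% = DMSO only and -100% = full killing by 100 µM tamoxifen; nearly all actives have a fitted effect of over 55% in size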
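ATP-content luminescence in p53-null H1299-neo cells after 24 h compound exposure (up to 46 uM) at 32C permissive temperature; 0% and 100% killing set by DMSO and 100 uM tamoxifen; Hill-equation AC50.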
FH mod: Identification of activators of human fumarate hydratase by quantitative high-throughput screening. Fumarate hydratase, mitochondrial (Homo sapiens), P07954. FH coupled MDH/diaphorase resazurin fluorescence, 15 min. Potency, µM (top dose mostly 79.9 µM), inactives show at the highest dose activity change, negative = inhibition, actives largely listed as inhibitors. 54,000 compounds, 0.22% hits; further: potency means the concentration at half of the fitted maximal effect; on the % scale 0 is the no-effect control and ±100 the full control effect; the screen sought activators but most active calls are inhibition curves; nearly all actives have a fitted effect of over 45% in size
GALK inhibitor: inhibits human galactokinase; P51570; recombinant GALK, Kinase-Glo ATP luminescence, 1 h; Potency, µM (doses to about 57.5 µM), without a hit: top-dose activity, negative = inhibition, actives largely listed as inhibitors; 44,000 tested, under 10 active; AID 1347072;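 further: plate controls were full GALK reaction for no effect and reaction lacking GALK for full effect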
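Luminescent ATP-depletion readout (Kinase-Glo Plus) after 1 h room-temperature incubation of human GALK (5 nM) with galactose 100 µM and ATP 35 µM, pH 8.0 HEPES/Mg2+ buffer; compounds tested in qHTS format.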
NTMT1 inh: inhibitors of human N-terminal methyltransferase NTMT1; Q9BV86; NTMT1 MTase-Glo SAH luminescence, purified enzyme; Potency, µM (doses to about 114 µM), inactives show at the highest dose activity change, negative = inhibition, actives largely listed as inhibitors; 59,000 compounds, 2.5% hits;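 further: potency means the concentration at half of the fitted maximal effect; plate controls were DMSO vehicle for no effect and no enzyme for full effect; nearly all actives have a fitted effect of over 65% in size; many of its hits are not listed in these tables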
Target sequence (Q9BV86 whole entry, looked up): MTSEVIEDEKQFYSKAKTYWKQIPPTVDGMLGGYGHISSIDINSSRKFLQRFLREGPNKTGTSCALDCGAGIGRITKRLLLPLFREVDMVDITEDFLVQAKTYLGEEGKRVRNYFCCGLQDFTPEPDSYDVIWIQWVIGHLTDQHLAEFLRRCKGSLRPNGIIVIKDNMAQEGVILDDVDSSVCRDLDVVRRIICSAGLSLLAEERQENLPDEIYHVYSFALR
PTAP-TSG101 blk: blocks PTAP binding to human TSG101, validation; Q99816; Fluorescence polarization, FITC-PTAP peptide/Tsg101, 20 min; Potency, µM (series often up to 115 µM), inactives show at the top dose activity change, negative = inhibition, actives largely listed as inhibitors; 44,000 tested, under 10 active; further: potency means the concentration at half of the fitted maximal effect; 0% is about no effect
Target sequence (Q99816 whole entry, looked up): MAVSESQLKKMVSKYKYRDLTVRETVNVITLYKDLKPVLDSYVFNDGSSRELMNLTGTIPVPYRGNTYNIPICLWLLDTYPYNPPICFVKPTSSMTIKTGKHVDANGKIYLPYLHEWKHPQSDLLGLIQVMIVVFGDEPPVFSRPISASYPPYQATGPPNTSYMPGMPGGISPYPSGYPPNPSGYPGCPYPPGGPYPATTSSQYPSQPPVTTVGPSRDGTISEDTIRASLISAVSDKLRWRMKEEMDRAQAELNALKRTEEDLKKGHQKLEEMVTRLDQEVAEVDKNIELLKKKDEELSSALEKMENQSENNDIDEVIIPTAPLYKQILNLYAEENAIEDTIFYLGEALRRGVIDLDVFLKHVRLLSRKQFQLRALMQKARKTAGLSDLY
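qHTS FP binding, 20 min r.t.: 10 uM Tsg101 domain + 50 nM FITC-PTAP peptide, pH 7.5 HEPES buffer with TCEP and EDTA.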
Active calls of the source: *; ? = inconclusive; nt = not tested or not shown; [ ] = remark or other dose. The call rests on the fitted dose curve; in most records, active means well fitted curve in the direction sought with a large enough effect; inconclusive means small, poorly fitted or top-dose-only effect, or another doubt; inactive means no such curve, though single readings can be large; an effect the other way counts as inactive or inconclusive. Some of the compounds tested. The share of hits here may be higher or lower than overall.

1) O=C(NCc1cccs1)c1ccc2c(c1)sc1nc(-c3ccccc3)cn12
2) Cc1cccc(C)c1OCC(=O)NCC1(N2CCOCC2)CCCCC1
3) Cc1ccc(CN2CCc3nc(SCC(=O)Nc4cccc(C)c4C)[nH]c(=O)c3C2)cc1
4) CCN(CC)C(=O)c1ccc2c(c1)N(Cc1ccccc1F)C(=O)c1ccccc1S2=O (configuration not stated)
5) COc1ccc(N(C(=O)c2ccccc2F)S(=O)(=O)c2ccc3c(c2)n(C)c(=O)n3C)cc1
6) CCOCCn1cnc2sc(C(=O)Nc3ccccc3C(=O)OC)c(C)c2c1=O
entry no.,1,2,3,4,5,6
B2AR arrestin ag,-1%,-4%,-2%,-1%,-2%,2%
FH mod,-10%,-20%,-2%,-23%,12%,-13%
NTMT1 inh,3%,-1%,4%,2%,-4%,14%
GALK inhibitor,-1%,1%,0%,8%,0%,0%
p53null 32C tox,2%,-10%,-4%,-2%,-2%,5%
p53null 39C tox,-7%,-6%,-2%,-15%,-8%,19%
PTAP-TSG101 blk,-1%,-1%,-8%,-1%,-2%,-6%

7) CCOc1ccccc1NC(=O)c1c(NC(=O)c2ccncc2)sc2c1CCC(C(C)(C)C)C2 (configuration not stated)
8) COc1ccc(CNC(=O)c2cc3cc4ccc(C)cc4nc3o2)cc1
9) O=C(NCc1cccs1)c1ccc(Cn2c(SCc3ccccc3)nc3cccnc32)cc1
10) COc1cccc(CNC(=O)c2ccc(CS(=O)Cc3ccc(Cl)cc3)o2)c1 (configuration not stated)
11) Cc1c(C(=O)NCc2cccc(Br)c2)oc2ccc3c(c12)C(=O)CC(C)(C)O3
12) COc1cc(Cl)c(C)cc1NC(=O)Cn1ncc2c(=O)oc3ccccc3c21
entry no.,7,8,9,10,11,12
B2AR arrestin ag,0%,1%,0%,0%,0%,0%
FH mod,-14%,1%,-15%,-18%,-13%,-11%
NTMT1 inh,-3%,24%,-27%,7%,-15%,?
GALK inhibitor,2%,8%,0%,3%,0%,8%
p53null 32C tox,-10%,3%,?,-6%,-9%,14%
p53null 39C tox,-8%,?,?,-24%,-2%,16%
PTAP-TSG101 blk,-3%,5%,-2%,2%,1%,1%

3 compounds out of the list, sorted by count of non-hydrogen atoms, smallest number first.
10) COc1cccc(CNC(=O)c2ccc(CS(=O)Cc3ccc(Cl)cc3)o2)c1 (configuration not stated)
9) O=C(NCc1cccs1)c1ccc(Cn2c(SCc3ccccc3)nc3cccnc32)cc1
7) CCOc1ccccc1NC(=O)c1c(NC(=O)c2ccncc2)sc2c1CCC(C(C)(C)C)C2 (configuration not stated)
entry no.,10,9,7
B2AR arrestin ag,0%,0%,0%
FH mod,-18%,-15%,-14%
NTMT1 inh,7%,-27%,-3%
GALK inhibitor,3%,0%,2%
p53null 32C tox,-6%,?,-10%
p53null 39C tox,-24%,?,-8%
PTAP-TSG101 blk,2%,-2%,-3%

The list continues:
13) COC(=O)c1scc(-c2ccc(C)cc2)c1S(=O)(=O)N1CCN(c2ccc(F)cc2)CC1
14) CCC(=O)N1CCc2cc(OC)c(OC)cc2C1COc1ccccc1OC (configuration not stated)
15) CC(C)(C)c1ccc(C(=O)Nc2onc3c2CCCC3)cc1
16) Cc1ccc(Cl)cc1N1CCN(C(=O)CCNS(=O)(=O)c2ccc3c(c2)CCN3C(=O)C2CC2)CC1
17) Cc1nc(-c2ccc(F)cc2)sc1CCNC(=O)c1ccc(C(C)(C)C)cc1
18) O=C(CCS(=O)(=O)c1cc2c(cc1Cl)NC(=O)CO2)NCc1ccccc1
entry no.,13,14,15,16,17,18
B2AR arrestin ag,0%,2%,0%,-1%,-1%,1%
FH mod,-14%,-3%,?,-10%,?,-15%
NTMT1 inh,22%,-3%,-3%,-5%,19%,16%
GALK inhibitor,-1%,?,0%,1%,1%,0%
p53null 32C tox,4%,0%,16µM*,18%,14%,-4%
p53null 39C tox,19%,-5%,?,7%,29%,?
PTAP-TSG101 blk,-2%,-1%,-6%,1%,-3%,12%

19) CN(C)c1ccc(C(CNC(=O)c2c(F)cccc2Cl)N2CCOCC2)cc1 (configuration not stated)
20) Cc1cc(C)cc(Nc2cc(C)nc3nc(-c4ccco4)nn23)c1
21) O=C(NCCc1ccccc1)C1CCN(Cc2cc3ccccc3n2Cc2cccc(Cl)c2)CC1
22) Cc1ccc(N2CCN(C(=O)NCc3noc4ccc(C)cc34)CC2)c(C)c1
23) CN(C)CCN(Cc1ccccc1)S(=O)(=O)c1ccc2[nH]c(=O)ccc2c1
24) Cc1cc(-c2ccc(C)c(S(=O)(=O)N(C(C)C)C3CCCCC3)c2)on1
entry no.,19,20,21,22,23,24
B2AR arrestin ag,5%,0%,-3%,2%,-1%,1%
FH mod,8%,-11%,-3%,-23%,-2%,-18%
NTMT1 inh,2%,-22%,9%,?,-14%,4%
GALK inhibitor,-1%,-2%,2%,4%,-1%,-2%
p53null 32C tox,-2%,15%,0%,25%,-7%,1%
p53null 39C tox,3%,6%,8%,-8%,23%,8%
PTAP-TSG101 blk,-4%,0%,-5%,-5%,-1%,10%

25) Cc1ccc(Cl)cc1NC(=O)C1CCN(C(=O)c2cnn(-c3ccccc3)c2-n2cccc2)CC1
26) COc1cccc2sc(N(Cc3cccnc3)C(=O)C3CCCCC3)nc12
27) O=C(NCCc1ccccc1)C(=O)Nc1cccc(Br)c1
28) Cc1oc2ccc(O)c(CN3CCCC3)c2c1C(=O)Nc1ccc(C(C)C)cc1
29) O=C(NC1CC(=O)N(c2cccc(F)c2)C1)c1ccc(S(=O)(=O)N2CCCCC2)cc1 (configuration not stated)
30) COC(=O)C(CCSC)NC(=O)c1c(C)oc2ncn(CC(C)C)c(=O)c12 (configuration not stated)
entry no.,25,26,27,28,29,30
B2AR arrestin ag,-4%,-3%,-2%,0%,-1%,0%
FH mod,-8%,?,4%,nt,-3%,-6%
NTMT1 inh,0%,?,0%,nt,-3%,5%
GALK inhibitor,-1%,-1%,2%,4%,-1%,-1%
p53null 32C tox,25%,47%[activator],3%,-1%,-7%,10%
p53null 39C tox,14%,-7%,-2%,-10%,5%,-14%
PTAP-TSG101 blk,0%,3%,0%,0%,-5%,-1%

31) CCOC(=O)c1ccc(NC(=O)COC(=O)c2cn(CC)c3nc(C)ccc3c2=O)cc1
32) COc1ccc(OC)c(NC(=O)c2c(NCc3sccc3C)sc3c2CCCCC3)c1
33) COc1ccc(NC(=O)CCc2nnc3n(Cc4ccccc4Cl)c(=O)c4ccccc4n23)cc1
34) COc1cccc(C2CC(=O)Nc3c2c(=O)n(C)c2nc4ccccc4n32)c1OC (configuration not stated)
35) Cc1ccc(NC(=O)c2ccc(-c3ccccc3)s2)cc1
36) COc1ccc(OC)c(NC(=O)Cn2cnc3onc(-c4ccc(Cl)cc4)c3c2=O)c1
entry no.,31,32,33,34,35,36
B2AR arrestin ag,0%,0%,1%,0%,-1%,-2%
FH mod,-5%,-6%,-1%,-6%,-6%,0%
NTMT1 inh,14%,-3%,-5%,7%,6%,?
GALK inhibitor,-14%,-3%,-1%,-1%,-1%,-1%
p53null 32C tox,0%,12%,-5%,2%,-5%,16%
p53null 39C tox,-13%,4%,22%,-17%,-20%,-4%
PTAP-TSG101 blk,-4%,4%,-1%,-13%,-2%,-4%

Taken from above.
PTAP-TSG101 blk with compound 33 = -1%
p53null 39C tox with compound 32 = 4%
p53null 32C tox with compound 31 = 0%

(continued)
37) CCOC(=O)c1ccc(NC(=O)CCCn2nc(C)c3sc4ccccc4c3c2=O)cc1
38) Cc1ccccc1Cn1c(CN2CCC(C(=O)NCc3ccc(Cl)cc3)CC2)cc2ccccc21
39) Cn1cnc(S(=O)(=O)N2CCC(C(=O)Nc3ccc(Cl)c(C(F)(F)F)c3)CC2)c1
40) Cc1cc(C)n(-c2nc3ccccc3nc2Nc2ccc(Cl)c(Cl)c2)n1
41) COCCNC(=O)CCN1C(=O)c2cccnc2Oc2ccc(C)cc21
42) Cc1cccc2c(=O)cc(CSc3ccccc3NC(=O)c3cccc(F)c3)[nH]c12
entry no.,37,38,39,40,41,42
B2AR arrestin ag,0%,-3%,-1%,1%,0%,-1%
FH mod,?,?,-25%,2%,-2%,-9%
NTMT1 inh,5%,-5%,-1%,15%,?,-3%
GALK inhibitor,0%,-5%,-5%,2%,1%,-3%
p53null 32C tox,-27%,2%,7%,12%,2%,5%
p53null 39C tox,15%,8%,1%,18%,0%,17%
PTAP-TSG101 blk,-1%,0%,-6%,0%,0%,0%

43) COc1cccc(C(=O)N2c3cc(C)ccc3C(C)(c3ccccc3)CC2(C)C)c1 (configuration not stated)
44) CC(CNC(=O)c1ccc(Cn2c(=O)c3cccn3c3cccnc32)cc1)c1ccccc1 (configuration not stated)
45) Cc1cc(-c2ccc(C)c(S(=O)(=O)NCC3CCN(Cc4ccccc4F)CC3)c2)on1
46) COC(=O)c1sccc1S(=O)(=O)N(CC(=O)Nc1ccc(C)c(F)c1)c1ccc(C)c(C)c1
47) CCOc1ccccc1NC(=O)Cn1nc2c3cc(F)ccc3n(Cc3cccc(C)c3)cc-2c1=O
48) COc1ccc(C)cc1NC(=O)c1oc2ccc(S(=O)(=O)N(C)C3CCCCC3)cc2c1C
entry no.,43,44,45,46,47,48
B2AR arrestin ag,0%,0%,-1%,0%,1%,0%
FH mod,?,4%,?,-21%,?,1%
NTMT1 inh,31%[activator],?,-3%,-7%,-5%,3%
GALK inhibitor,-17%,2%,0%,0%,0%,-5%
p53null 32C tox,11%,4%,5%,-1%,6%,-7%
p53null 39C tox,31%[activator],-19%,-3%,15%,6%,17%
PTAP-TSG101 blk,0%,5%,-1%,0%,0%,1%

49) CCOC(=O)c1c(C)oc2nc(C)nc(NCC3CCN(Cc4cccc(C)c4)CC3)c12
50) Cc1ccc(C)c(S(=O)(=O)c2nnn3c2nc(N2CCN(C)CC2)c2sccc23)c1
51) CCCCCN1C(C(=O)c2ccccc2)=C(NC(=O)c2ccc(OC)cc2)c2ccccc2S1(=O)=O
52) COc1ccc(Nc2cc(C)c3cc(NC(=O)Cc4c(F)cccc4Cl)ccc3n2)cc1
53) Cc1cc(C)cc(NC(=O)Nc2c[nH]c(=O)[nH]c2=O)c1
54) COc1ccc(NC(=O)C(C)n2c(C)c3cnn(-c4ccccc4)c(=O)c3c2C)cc1Cl (configuration not stated)
55) COC(=O)C1=C(c2ccccc2)c2ccccc2S(=O)(=O)N1CC(=O)Nc1ccc(OC)cc1OC
56) O=C(CSc1nc(=O)[nH]c2c1CCCC2)NCc1ccc(Cl)cc1
entry no.,49,50,51,52,53,54,55,56
B2AR arrestin ag,0%,0%,0%,3%,1%,-2%,1%,-2%
FH mod,0%,-5%,-8%,-8%,-12%,2%,?,-8%
NTMT1 inh,-1%,-11%,-21%,10%,5%,17%,-12%,4%
GALK inhibitor,-1%,5%,3%,6%,8%,-12%,7%,-5%
p53null 32C tox,-5%,-6%,13%,2%,0%,-4%,1%,5%
p53null 39C tox,-8%,-5%,9%,-10%,-19%,-13%,-4%,29%
PTAP-TSG101 blk,2%,3%,0%,2%,0%,5%,0%,-2%
